p-CIP stab down: p/CIP protein destabilization. decrease of EGFP signal, % at 10 µM. AID 1984. Q05BA5. F442A p/CIP-EGFP cells, EGFP fluorescence, 16 h. 0.01% of 290,000 active;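 active = EGFP signal decrease of at least 30% at 10 µM or well 3 SD below plate mean, unless failing retest; inactive = the rest, including hits failing retest or dose response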; note: some compounds called inactive have numbers as strong as hits; many of its hits are not listed in these tables
IMP-1 inhibitor: blocks Pseudomonas aeruginosa IMP-1 metallo-beta-lactamase; purified IMP-1, nitrocefin hydrolysis, epi-absorbance fluorescence; inhibition, % at 5.6 µM; 0.45% of 290,000 active;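 active = inhibition above the mean plus 3 SD of all compounds in the same screening run, cut at about 4.5% in these data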;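 note: 0% = IMP-1 with DMSO and 100% = DMSO wells lacking enzyme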
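System: purified IMP-1; amount: IMP-1 0.2 nM before substrate addition; compound: single dose, 5.6 µM; times: 25 °C, 15 min preincubation, 25 min reaction; signal: Epi-absorbance via hydrolysed-nitrocefin quenching of white-plate fluorescence, 480/530 nm, EDTA stop; benchmarks: DMSO with and without IMP-1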
SUMO HTRF inh: SUMOylation inhibition. HTRF SUMOylation assay, SAE1/SAE2 + UBC9, in vitro. inhibition, % at 35 µM. 0.36% of 290,000 active; in the data active = inhibition above about 50%, passing the limit was not always enough; note: strong numbers were not always called active
HCV NS3 hel inh: HCV NS3 helicase inhibition. 0.56% of 290,000 active. inhibition, % at 10.9 µM. NS3 helicase DNA unwinding, Cy5 molecular beacon fluorescence;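 active = inhibition above the mean of all tested compounds plus 3 SD, set per campaign, cut at about 35% in these data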;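 note: 0% = DMSO wells and 100% = thioflavine S control wells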
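Measured by: Cy5 fluorescence, 0 and 60 min reads / Assay system: NS3 helicase fragment of HCV / Control set: low DMSO, high thioflavine S at 110 µM / Times: 1 h reaction at 25 °C, ATP-initiated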
MEKK3 PB1 HTS: raises or lowers MEK5 binding to the human MEKK3 PB1 domain; bead-based flow cytometry, Alexa488-MEK5 binding to MEKK3; actives lie on both sides; 0 = blocked by unlabeled MEK5, 100 = vehicle; binding response (% of control), % at 10 µM; Q99759; AID 1529; 1.4% of 290,000 active;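 active = binding response more than 3 SD above or below the average of its plate-row segment, actives on both sides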;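 note: Alexa488 bead fluorescence after subtracting the streptavidin-only scavenger bead signal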
Target sequence (Q99759 whole entry, looked up, the tested form may be a part): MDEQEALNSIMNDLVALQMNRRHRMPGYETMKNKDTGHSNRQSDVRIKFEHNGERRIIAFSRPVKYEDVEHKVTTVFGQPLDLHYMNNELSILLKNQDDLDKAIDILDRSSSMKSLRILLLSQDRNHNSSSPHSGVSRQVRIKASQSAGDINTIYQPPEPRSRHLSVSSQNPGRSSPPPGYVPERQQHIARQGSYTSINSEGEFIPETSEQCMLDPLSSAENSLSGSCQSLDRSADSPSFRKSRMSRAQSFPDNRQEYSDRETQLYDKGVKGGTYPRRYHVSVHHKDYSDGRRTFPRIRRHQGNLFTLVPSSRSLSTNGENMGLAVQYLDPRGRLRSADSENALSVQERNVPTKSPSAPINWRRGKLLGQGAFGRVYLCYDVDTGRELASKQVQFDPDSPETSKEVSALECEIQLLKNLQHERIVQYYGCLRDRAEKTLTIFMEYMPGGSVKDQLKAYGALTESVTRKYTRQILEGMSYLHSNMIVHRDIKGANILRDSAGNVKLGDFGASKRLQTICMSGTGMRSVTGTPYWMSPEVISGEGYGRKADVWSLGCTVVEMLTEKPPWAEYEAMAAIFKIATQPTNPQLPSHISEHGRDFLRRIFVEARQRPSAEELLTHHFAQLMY
PHOSPHO1 block: blocks human PHOSPHO1 phosphatase activity | AID 1565 | recombinant PHOSPHO1, absorbance phosphatase assay | inhibition, % at 13.3 µM | 1.1% of 290,000 active; in the data active = inhibition above about 60%
Target sequence (Q8TCT1 whole entry, looked up): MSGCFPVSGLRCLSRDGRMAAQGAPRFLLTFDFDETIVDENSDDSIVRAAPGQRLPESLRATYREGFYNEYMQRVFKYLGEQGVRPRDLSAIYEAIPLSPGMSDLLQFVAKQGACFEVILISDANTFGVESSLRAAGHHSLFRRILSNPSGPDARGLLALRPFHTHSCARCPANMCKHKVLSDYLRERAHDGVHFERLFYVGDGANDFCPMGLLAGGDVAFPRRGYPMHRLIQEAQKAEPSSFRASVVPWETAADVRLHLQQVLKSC
IDE cell activ: activators of human insulin-degrading enzyme in cells | P14735 | HEK cells, FAbeta-B cleavage, fluorescence polarization; 0% vehicle, 100% cell-free pure enzyme wells | activation, % at 5.96 µM | 0.073% of 340,000 active;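 active = activation above the mean of all tested compounds plus 3 SD, set per screening campaign, cut at about 17% in these data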
VIM-2 inh: blocks Pseudomonas aeruginosa VIM-2 metallo-beta-lactamase. purified VIM-2, nitrocefin hydrolysis, epi-absorbance fluorescence. 0.89% of 290,000 active. AID 1527. inhibition, % at 5.6 µM;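 active = inhibition above the mean of all tested compounds plus 3 SD, cutoff set per screening run, cut at about 7.5% in these data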;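 note: red hydrolysis product quenches plate fluorescence so inhibitors raise well fluorescence; 0% = enzyme with DMSO and 100% = DMSO without enzyme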
FID counter: displaces DNA intercalator in HCV helicase counter-screen; DNA fluorescent intercalator displacement, fluorescence; inhibition, % at 7.9 µM; 0.17% of 290,000 active; AID 1845; in the data active = inhibition above about 37%;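 note: 0% = vehicle and 100% = reference compound; higher means more ethidium bromide displaced from hairpin DNA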
Starred values were filed as active, the others as inactive; · = not tested or not shown; & = joins results of further samples. A portion of the library (hit frequency here may not be typical).

SMILES	p-CIP stab down	IMP-1 inhibitor	SUMO HTRF inh	HCV NS3 hel inh	MEKK3 PB1 HTS	PHOSPHO1 block	IDE cell activ	VIM-2 inh	FID counter
Cc1cc(C)n(/C(=C/N(C)C)C(=O)c2ccccc2)n1	-2	-1.4	9	-4	98	33	0	0.7	0
Fc1ccccc1-c1nc(NCCCN2CCOCC2)c2ccccc2n1	-4	0.4	9	-2	108	5	4	2.8	23
COc1ccc2c(c1)C1=NN(/C(C)=C/C(C)=O)C(c3cccc(F)c3)C1CC2 (configuration not stated)	-11	-0.3	-11	9	92	-6	-4	-0.7	-14
Cc1ccccc1NS(=O)(=O)c1cccc2nonc12	-30	-2.2	3	1	102	12	-1	1.6	-3
CCN1CCN(Cc2cc(=O)oc3ccc(Cl)cc23)CC1	-6	-0.4	17	5	98	22	1	0.5	2
COc1ccc(NC(=O)CCCNC(=O)Cn2cnc3sc4c(c3c2=O)CCCC4)c(OC)c1	-13	-7.3	-4	-2	100	-1	-2	-1.5	-46
NCCCC[C@@H]1NC(=O)[C@H](CCC(=O)O)NC(=O)c2cc([N+](=O)[O-])cc(I)c2OCC[C@@H](C(N)=O)NC1=O	4	-1.1	16	10	105	6	4	-3.3	-15
CCN(CC(=O)Nc1c(F)cccc1F)C(=O)c1ccc(N2CCCCC2)c([N+](=O)[O-])c1	-13	-3.7	-5	-9	100	15	4	-3.9	-28
COc1cc(NC(=O)c2ccc3c(c2)C(=O)N(CCC(C)C)C3=O)c(C(=O)O)cc1OC	13	0.8	6	35	99	34	5	2.1	-9
CCCCOc1ccc(C(=O)N/C(=C/C=C/c2ccccc2)C(=O)NCCCO)cc1	2	-3.7	-8	-5	88	11	2	-0.4	-27
CC(C)(C)c1nnc(NC(=O)c2cccnc2)s1	-8	-2.1	14	-3	105	51	-2	-1.3	-3
O=C(NC1CCCCC1)N1CCN(c2ccc(Cl)cc2)CC1	-8	0.6	4	-4	96	31	-11	3.5	-34
Cc1nn(C(C)C)c(C)c1[C@@H]1C[C@H]2CN(Cc3cccc(Cl)c3)C(=O)[C@]23CCCN13	-2	-0.5	17	-12	93	27	1	-0.5	-11
Cc1cccc(NC(=O)N2CCc3ccccc3C2)c1C	6	-3.1	-1	2	103	26	1	-3.0	-11
COc1cccc(N2CCCn3c2nc2c3c(=O)n(CCN3CCOCC3)c(=O)n2C)c1	-4	-0.5	19	-3	102	4	·	1.2	2
Cc1ccc2c(c1)N(CC(=O)N1CCCC1)C(=O)c1cccnc1O2	-15	0.3	·	4	100	24	3	0.9	-5
Cc1cc2oc(=O)cc(CN3CCOCC3)c2c(C)c1Cl	-6	-2.2	0	-2	106	39	5	1.3	-37
CCOC(=O)c1ccccc1C(=O)N1CCOCCOCCOCC1	-6	-0.9	17	-3	94	-14	-2	-1.0	-7
Cc1cc(/C=C(\C#N)C(N)=O)c(C)n1-c1ccc(N2CCOCC2)c([N+](=O)[O-])c1	3	-1.7	4	-13	96	-3	0	-1.9	-5
Cc1ccc(-c2cn(-c3ccccc3)c3[n+]2CCCS3)cc1	-26&-14	-3.9&-0.8	0&-14	-1&-6	114&91	9&-15	4&-3	-3.8&-2.4	0&2
CCOC(=O)C1CCN(c2ncnc3c2cnn3-c2ccc(OC)cc2)CC1	-4	-3.3	6	2	108	-17	6	-3.2	-24
CN1CCN(C(=O)CCN2C(=O)/C(=C\c3ccc(Cl)cc3)SC2=S)CC1	-13	1.1	12	-61	100	12	-1	4.4	10
CCC(=O)NC1=C(NC(C)c2ccccc2)C(=O)c2ccccc2C1=O (configuration not stated)	2	-3.7	-16	-1	105	6	3	-3.4	1
CS(=O)(=O)N(CC(=O)N1CCCC1)Cc1ccc(F)cc1	-2	-1.3	10	-3	106	24	3	2.7	-6
Cn1nnnc1SCC(=O)Nc1cc(C(F)(F)F)ccc1N1CCOCC1	-17	0.5	4	5	102	-34	2	-0.9	-11
(more compounds)
SMILES	p-CIP stab down	IMP-1 inhibitor	SUMO HTRF inh	HCV NS3 hel inh	MEKK3 PB1 HTS	PHOSPHO1 block	IDE cell activ	VIM-2 inh	FID counter
O=C(O)/C=C/C(=O)Nc1ccc2c(c1)NC(=O)CO2	-4	-3.1	91	3	114	9	7	0.6	12
Cc1ccc(NC(=O)CCC(=O)c2cccs2)c(O)c1	-11	-2.0	21	3	96	35	4	-3.5	1
CC(=O)Nc1ccc(S(=O)(=O)N2CCN(CCCOc3ccccc3Cl)CC2)cc1	0	-1.9	11	-7	101	0	1	-2.3	0
COc1ccc(/C=N/NC(N)=S)cc1OC(=O)c1ccccc1	-3	-3.9	10	7	99	56	4	-8.0	-11
CCC1Oc2ccccc2N(CC(=O)NCc2ccco2)C1=O (configuration not stated)	-12	-2.4	1	-2	93	30	-1	-3.1	-1
COc1ccc(NS(=O)(=O)c2cc(NC(=O)c3cccs3)ccc2N2CCCC2)cc1	0	-3.5	-12	-2	99	2	-4	-3.3	-4
COC(=O)c1ccc(CSCC(=O)Nc2ccccc2)cc1	8	-2.3	-2	2	102	32	-3	-3.0	-7
Nc1nc(SCC(=O)NCCN2CCOCC2)nc2sc3c(c12)CCC3	-16	-2.0	6	0	110	-29	-3	-2.1	-3
COc1ccc(-c2oc(NC(C)=O)c(C#N)c2-c2ccc(OC)cc2)cc1	-6	-3.2	9	-7	102	11	5	-3.4	-9
CCOC(=O)N1CCN(C(=O)COc2ccc(Br)cc2)CC1	-14	-4.7	2	3	100	4	3	-2.0	-15
CCCCC12CN3CC(C)(CN(C1)C31C(=O)N(C)c3ccc(C)cc31)C2=O (configuration not stated)	4	-1.3	-4	5	96	-5	0	0.1	-5
CONc1nc(NC(C)(C)C)nc(OCC#N)n1	-12	-4.5	12	0	111	4	1	-3.6	-2
O=C(C1=C[C@@H](c2ccccc2)C[C@@H](OCc2ccc(CO)cc2)O1)N1CCOCC1	-14	-2.4	2	6	103	26	-2	-2.9	-27
O=C(CCc1nnc(-c2ccccc2)o1)NCc1c(F)cccc1F	-8	-2.0	4	2	95	4	4	-2.7	-4
COCC(C)n1c(SCc2ccc(C(=O)OC)cc2)nc2ccccc2c1=O (configuration not stated)	-12	-3.1	-5	-15	98	39	5	-1.8	-33
CC(NC(=O)c1ccc(Cn2cc([N+](=O)[O-])cn2)cc1)c1ccccc1 (configuration not stated)	6	-2.5	-5	-3	96	-6	3	-2.5	1
COc1cccc(/C=N/n2c(C3CCCCC3)n[nH]c2=S)c1OC	-7	-2.9	12	-6	106	-75	-2	0.0	-35
CCOc1cccc(-c2nn(-c3ccccc3)cc2/C=C(/C#N)C(=O)NCCCn2ccnc2)c1	-3	-1.3	1	-55	102	6	3	-4.0	5
O=C(Nc1ccn(Cc2ccccc2)n1)c1ccc2c(c1)OCO2	-5	0.4	-10	-2	102	61*	1	1.7	-4
CCc1ccc(NC(=O)N2CCc3ccccc3C2)cc1	-13	-2.9	14	-4	99	11	3	-2.1	-31
O=C(O)Cc1ccc(C(=O)c2ccc(F)cc2)s1	-5	-1.4	13	0	103	2	-1	-1.8	-2
N#CCCCCN1c2cccc3cccc(c23)S1(=O)=O	-1	-4.5	16	5	102	41	2	0.9	-6
COc1cccc(NC(=O)[C@@H]2CCCN2C(=O)C2CCN(S(=O)(=O)c3ccc(C)cc3)CC2)c1	1	-0.6	18	8	101	-3	-2	-3.2	-31
COc1ccc(-c2csc(Nc3ccc(S(=O)(=O)Nc4cc(C)on4)cc3)n2)cc1	6	-3.7	13	-21	105	21	6	-1.6	-21
COCC(C)NC(=O)c1ccc(CN2CCc3ccccc3C2)cc1 (configuration not stated)	2	-2.9	11	7	110	48	5	-2.2	-3
Remaining list, next part:
SMILES	p-CIP stab down	IMP-1 inhibitor	SUMO HTRF inh	HCV NS3 hel inh	MEKK3 PB1 HTS	PHOSPHO1 block	IDE cell activ	VIM-2 inh	FID counter
COc1ccc(C(=O)NN/C(=N/S(=O)(=O)c2ccc(C)cc2)c2ccccc2)cc1	4	-2.7	6	-24	105	2	8	-0.9	-11
COc1ccc(-c2cc(-c3ccc(OC)cc3)c(C#N)c(SC)n2)cc1	0	-5.7	-7	2	81	-10	0	-2.6	-2
CCCn1cnc2cc(NC(=O)c3ccco3)ccc21	-16	-3.1	16	7	103	63*	1	-3.3	-7
O=C1NCCN(Cc2ccc(Cl)c(F)c2)C1CC(=O)N1CCCO1 (configuration not stated)	-17	0.8	11	-7	94	56	-3	2.6	-8
CCCOC(=O)C1=C(C)NC(=O)NC1c1cccc2ccccc12 (configuration not stated)	-9	-1.9	11	-6	103	13	-14	0.4	-40
CC(C)C(=O)Nc1ccc2c(c1)oc1ccccc12	-2	-4.3	4	0	97	-38	3	-5.8	-2
O=C(Nc1ccc2c(c1)C(=O)OC2)c1ccc(Cl)cc1Cl	7	-5.5	-6	5	104	24	-3	-2.9	-7
CCN(CC)C(=O)c1ccc(NS(=O)(=O)c2ccc(/C=C/C(=O)O)cc2)cc1	-8	-4.2	13	13	108	18	5	-5.1	-22
CCOc1ccc(NC(=S)N2CCC(c3ccc(C)cc3)C2)cc1 (configuration not stated)	-7	-3.0	9	-10	103	20	2	-1.4	-25
CC(=O)c1sc(-c2ccccc2)cc1NS(=O)(=O)c1ccc(C)cc1	-15	-1.5	-18	14	101	16	6	-2.6	-4
C=CCn1c(SCC#N)nc2ccccc2c1=O	-9	0.5	14	7	102	30	-2	1.7	1
COc1ccc(CN(C)CC(=O)Nc2ccc(N3CCOCC3)cc2)cc1OC	-6	-5.2	-4	-7	100	-6	7	-3.6	-1
COc1ccccc1CSc1nc2c(c(=O)n(C)c(=O)n2C)n1C	-15	-3.0	1	1	101	-12	0	0.5	-23
COc1ccc(S(=O)(=O)N2CCOCC2)cc1NC(=O)c1ccc2c(c1)OCCO2	-8	-1.6	9	8	106	47	7	-3.0	-12
Cc1cc(C)n2nc(CNS(=O)(=O)c3ccc(F)c(C)c3)nc2n1	4	-0.8	9	16	100	12	6	0.7	-8
Cc1oc2cc3oc(=O)c4c(c3cc2c1C)CCC4	6	-3.3	-15	14	101	15	1	-1.7	-3
CC(CN1CCN(C)CC1)OC(=O)c1ccc(F)cc1 (configuration not stated)	7	-2.8	3	-8	101	4	3	-2.4	9
COc1ccc(C=O)cc1COc1c(F)c(F)cc(F)c1F	7	-4.4	-8	1	103	5	4	-3.5	0
COc1ccccc1CCC(=O)NC1CCCN(c2ccc(C(F)(F)F)cn2)C1 (configuration not stated)	1	-1.2	·	-5	104	47	3	-1.2	-37
CCCC(=O)Nc1nc2ccc(C(=O)OCC)cc2s1	13	-3.8	8	-1	113	-6	4	-4.7	-3

Bioassay records: PubChem, several laboratories
